# TCR activator: activators of T cell receptors | primary human leukocytes, anti-CD3, IL-2 HTRF, 48 h | Potency, µM (titrated, usually from 9.22 µM), for the others: at the highest dose activation of IL-2 secretion, usual class: activators | 330,000 tested, under 10 active; further: % of control where 0% means no effect
#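 Using a-CD3 beads without co-stimulation, primary human leukocytes were exposed to compounds for 48 hr. An HTRF IL-2 kit measured the cytokine, with europium-to-d2 energy transfer producing emission at 665nm upon 320nm excitation.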
# GALK inhibitor: blocks human galactokinase activity; Purified GALK, Kinase-Glo residual ATP luminescence; Potency, µM (top dose mostly 57.5 µM), inactives show top-dose activity change, negative = inhibition, most hits filed as inhibitors; 270,000 tested, 0.007% active; AID 1868; P51570; further: potency means the concentration at half of the fitted maximal effect; on the % scale 0 is the no-effect control and ±100 the full control effect
# Target sequence (P51570 whole entry, looked up): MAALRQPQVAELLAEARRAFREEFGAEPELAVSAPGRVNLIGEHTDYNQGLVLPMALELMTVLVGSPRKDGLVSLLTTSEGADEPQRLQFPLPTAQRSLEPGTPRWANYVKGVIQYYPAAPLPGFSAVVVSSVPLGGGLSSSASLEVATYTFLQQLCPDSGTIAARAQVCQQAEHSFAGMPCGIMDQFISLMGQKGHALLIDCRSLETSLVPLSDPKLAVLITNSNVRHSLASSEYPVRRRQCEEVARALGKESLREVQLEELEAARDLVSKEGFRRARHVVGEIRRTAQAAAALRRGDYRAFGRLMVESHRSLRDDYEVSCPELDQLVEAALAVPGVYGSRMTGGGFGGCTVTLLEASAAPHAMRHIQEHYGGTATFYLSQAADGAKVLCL
#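 Luminescence from leftover ATP (Ultra-Glo luciferase/luciferin) served as read-out after a 1 h room-temperature reaction of 5 nM GALK with 35 uM ATP and 100 uM galactose.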
# TSHR antagonist: human thyrotropin receptor antagonism. 330,000 tested, 0.2% active. P16473. AID 504810. TSHR-expressing cells, TSH-stimulated cAMP HTRF, 2 h; hits give low values. activity change, negative = inhibition, % at 11.5 µM;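 active means activity change below a set negative limit, meaning inhibition stronger than a set level, cut at about -70% in these data; inconclusive means activity change between two set negative limits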; further: on the % scale 0 is the no-effect control and ±100 the full control effect
#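 TSHR-expressing cells, 200/well, pre-treated with compound, then stimulated with EC80 TSH (4nM final) for 2 hours at 37 deg C. cAMP measured by competitive HTRF: anti-cAMP cryptate antibody in lysis buffer plus cAMP-d2, read after 30 minutes at room temperature.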
# CXXC DNA block: blocks binding of human MLL CXXC domain to DNA; AID 2662; Q03164; MLL-CXXC / FITC-HOXA9 DNA fluorescence polarization; Potency, µM (titrated, usually from 115 µM), inactives show at the highest dose activity change, negative = inhibition, most hits filed as inhibitors; 290,000 tested, 0.037% active; active means well fitted inhibition curve with a large enough effect in the polarisation, with a control signal flat, not every such curve was filed as active; inconclusive means small, poorly fitted or top-dose-only effect, or effect the other way, or a change in a side signal; inactive means no such curve, though single readings can be large or run the other way; the % refers to the polarisation; further: potency means the concentration at half of the fitted maximal effect
#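 Purified MLL-CXXC (added from a 7 uM solution) was preincubated 5 min at ambient with pinned compounds in 50 mM Tris-HCl pH 7.5, 50 mM NaCl, 1 mM DTT, 0.05% BSA. Fluorescein-labeled HOX-A9 DNA (50 nM solution) followed, 30 min, then polarization read.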
# Chronic BCR inh: blocks chronic active B-cell receptor signaling. 340,000 tested, 0.05% active. Potency, µM (highest dose often 46.1 µM), without a hit: top-dose ratio change, negative = lower green/red ratio, hits mostly inhibitors. ABC-DLBCL IkBa-CBG/CBR reporter, luminescence ratio, 4 h; active means well fitted inhibition curve with a large enough effect in the signal ratio, with a control signal flat, not every such curve was filed as active; inconclusive means small, poorly fitted or top-dose-only effect, or effect the other way, or a change in a side signal; the % refers to the signal ratio;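 further: potency means the concentration at half of the fitted maximal effect; plate controls were basal doxycycline-induced cells for no effect and cells given 10 µM MG132 for full effect; MG132 reads +100%, hits lower the ratio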
#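 Concentration-response series (up to 46 uM) were applied to TMD8 dual-reporter cells for 4 h at 37C with doxycycline. Green/red ratio, after filter-overlap correction, defined %Activity; red signal alone was normalised to basal cells and zero luminescence.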
# Tb PFK inh: inhibitors of T. brucei phosphofructokinase; O15648; T. brucei PFK, ADP-Glo luminescence; Potency, µM (titrated, usually from 57.5 µM), for the others: at the top dose activity, negative = inhibition, actives largely listed as inhibitors; 330,000 tested, 0.17% active; AID 485367;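 further: potency means the concentration at half of the fitted maximal effect; 0% = uninhibited 1x PFK enzyme wells and -100% = no-enzyme wells; nearly all actives have a fitted effect of over 60% in size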
# Target sequence (O15648 whole entry, looked up): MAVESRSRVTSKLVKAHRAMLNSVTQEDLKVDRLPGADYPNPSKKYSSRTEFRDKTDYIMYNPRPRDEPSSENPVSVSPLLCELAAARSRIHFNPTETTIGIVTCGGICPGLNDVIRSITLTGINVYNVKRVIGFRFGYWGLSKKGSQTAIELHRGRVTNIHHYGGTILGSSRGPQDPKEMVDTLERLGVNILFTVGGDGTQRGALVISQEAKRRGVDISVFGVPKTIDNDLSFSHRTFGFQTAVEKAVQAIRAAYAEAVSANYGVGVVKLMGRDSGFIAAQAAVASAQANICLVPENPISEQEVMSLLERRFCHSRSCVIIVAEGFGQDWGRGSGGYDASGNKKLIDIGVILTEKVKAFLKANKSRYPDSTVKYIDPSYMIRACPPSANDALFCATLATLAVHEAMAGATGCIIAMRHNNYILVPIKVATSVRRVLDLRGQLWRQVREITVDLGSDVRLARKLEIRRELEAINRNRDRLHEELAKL
#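 Compounds were pin-transferred as a titration series up to 57 uM into substrate buffer (0.5 mM F6P, 0.1 mM ATP, pH 8.0), then 1.25 nM PFK was added and reactions ran 45 min before ADP-Glo detection.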
# A-T KAP1 phos: candidate therapy for ataxia-telangiectasia; […] A-T fibroblasts, KAP-1 phosphorylation AlphaLISA; neocarzinostatin DNA damage 30 min before lysis; Potency, µM (highest dose often 57.5 µM), for the others: at the highest dose activation, actives largely listed as activators; 320,000 tested, 0.19% active; AID 485349; further: potency means the concentration at half of the fitted maximal effect; % of control where 0% means no effect; nearly all actives have a fitted effect of over 45% in size
#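 hTERT-immortalized A-T patient fibroblasts ([…]), 500 cells/well in OPTI-MEM, 1% FBS, got compounds for 60 min, then NCS for 30 min at 37C. Lysates were then assayed for phospho-KAP-1 by AlphaLISA (anti-pKAP1 donor, anti-KAP1 acceptor beads), 6 hr at 25C.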
# hERG WT inh: inhibitors of human wildtype KCNH2 potassium channel; U2OS, BacMam KCNH2, thallium flux FluxOr; hits give low values; activity change, % at 1.84 µM; 340,000 tested, 0.37% active;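 active means maximum activity change below -70%; inconclusive means maximum activity change between -70% and -50%; inactive means maximum activity change above -50%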; further: on the % scale 0 is the no-effect control and ±100 the full control effect
#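 U2OS cells transduced with wild-type KCNH2 virus are loaded with FluxOr dye for 45 min, and thallium flux is measured in kinetic reads before and after stimulation buffer. Rate constants are normalized to DMSO controls.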
# Giardia kill: Giardia lamblia killing. Giardia lamblia trophozoite viability. activity change, % at 7.66 µM, hits read low. 340,000 tested, 0.15% active. AID 540267; in the data active means activity change below about -80%; inconclusive means between about -30% and that limit;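 further: parasites exposed to compound for two days anaerobically before the ATP read; on the % scale 0 is the no-effect control and ±100 the full control effect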
#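 ATP-content bioluminescence gauges trophozoite survival. Cells (100/well) receive compound and incubate anaerobically for 48 hrs at 37 deg C; detection reagent follows for 15-30 min at room temperature.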
# Coupling enz: coupling enzyme interference in Giardia aldolase counter-screen; 290,000 tested, 0.67% active; coupling enzyme system counterscreen, AmpLite Red fluorescence; activity change, negative = inhibition, % at 58.2 µM, hits read low; in the data active means activity change below about -30%; further: on the % scale 0 is the no-effect control and ±100 the full control effect
#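 Counterscreen lacking aldolase: glyceraldehyde-3-phosphate coupling-enzyme reagent preincubated 10 min at RT with compound (at 57.5 uM final), then substrate/coupling system with AmpLite Red added; fluorescence read at 525/598 nm after 20 min RT.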
# Starred values were filed as active, the others as inactive; ? = inconclusive; . = no result given; & = joins results of further samples; [ ] = dose if it differs, or a comment. Unless noted, the call rests on the fitted dose curve; in most records, active means well fitted curve in the direction sought with a large enough effect; inconclusive means small, poorly fitted or top-dose-only effect, or another doubt; inactive means no such curve, though single readings can be large; an effect the other way counts as inactive or inconclusive. Not a hit list. Share with any hit: about 1.6%.
SMILES,TCR activator,GALK inhibitor,TSHR antagonist,CXXC DNA block,Chronic BCR inh,Tb PFK inh,A-T KAP1 phos,hERG WT inh,Giardia kill,Coupling enz
S=c1sc2c(N3CCOCC3)ncnc2n1-c1ccccc1,13%,-1%,5,-2%,6%,1%,-7%,-2,-11,3
Cc1ccccc1OCC(=O)NNC=O,1%,0%,2,0%,0%,2%,4%,-2,2,1
Cc1cccc(NC(=O)c2ccc(S(=O)(=O)N3CCCC3)cc2)c1C,-2%,0%,-5,-7%,-1%,1%,-3%,2,-6,0
CN(C)c1ccc(C2N(C)C(=O)c3ccccc3N2C)cc1 (configuration not stated),13%,-6%,34,21%,4%,1%,-8%,-5,11,5
COc1ccc2c(C)cc(SCc3c(C)noc3C)nc2c1,.,3%,-26,-1%,?,0%,34%,-15,3,5
O=C(C1CCN(c2nnc(-n3cccc3)s2)CC1)N1CCN(Cc2ccc3c(c2)OCO3)CC1,-4%[46.1 µM],-3%,-1,-1%,-3%,?,10%,8,25,4
CN=C(Nc1ccccc1OC)SC1CC(=O)N(c2ccc(C(=O)OC)cc2)C1=O (configuration not stated),-6%,-1%,11,-5%,?,-3%,-3%,4,5,0
O=C(Nc1ccon1)c1cc2c(s1)CCCC2,3%,2%,-1,3%,?,-5%,5%,-11,-15,0
Cc1occc1C(=O)N1CCC2(CCCN(Cc3ccc(F)c(F)c3)C2)C1 (configuration not stated),.,-7%,-5,-4%,0%,-9%,4%,-13,19,1
Cc1cc(=O)oc2c3c(cc(OCC(=O)N4CCC[C@H]4C(=O)O)c12)OC(C)(C)CC3,-4%,.,-9,-11%,8%,2%,-3%,5,-1,2
Cn1c(=O)c2c(ncn2CC(=O)Nc2cccc(S(=O)(=O)Nc3ccccc3F)c2)n(C)c1=O,-2%,0%,-1,-11%,?,0%,-1%,0,24,1
CCN(C(=O)COC(=O)c1c(C)c(-c2ccccc2)nc2ccccc12)C1CCS(=O)(=O)C1 (configuration not stated),-9%,3%,-8,-5%,0%,0%,-6%,1,5,3
CC(=O)Nc1cc(C(=O)N2CCOCC2)ccc1S(=O)(=O)c1ccc(C)cc1,6%,-3%,10,-8%,1%,-2%,0%,6,14,0
COCCn1c(SCC(=O)Nc2ccccc2C(F)(F)F)nc2ccccc2c1=O,-8%,3%,5,-2%,-5%,1%,-1%,1,3,0
COc1cccc(CN(C)C(=O)CNC(=O)c2sc3ccccc3c2Cl)c1OC,-1%,.,-24,.,?,0%,4%,3,0,.
O=C(Cn1c(=O)cnc2ccccc21)NC1CCC(O)CC1 (configuration not stated),-5%,.,27,.,0%,-4%,-3%,-2,33[activator],.
Cc1cc(NC(=O)COc2ccc(F)c(Cl)c2)no1,-3%,-2%,-11,3%,4%,?,0%,-5,-25,.
Cc1ccccc1CSCc1nc(N)nc(Nc2ccccc2C)n1,11%,7%,34,-4%,0%,0%,7%,-2,-7,2
CC(=O)/C(=N\Nc1ccc(Cl)cc1Cl)Sc1nnc(-c2ccccc2)n1-c1ccccc1,-7%[46.1 µM],-3%,16,-4%,0%,-8%,5%,2,-3,-1
COc1ccc(CC(=O)n2[nH]c(=O)ccc2=O)cc1OC,-2%,-1%,2,-11%,8%,-25%,4%,4,-19,4
Nn1c(Cc2ccccc2F)nnc1SCn1nnc2ccccc2c1=O,1%,3%,-7,-5%,0%,0%,5%,3,9,0
CCOc1ccc(NC(=O)CN2C(=O)COc3ccccc32)cc1,2%,4%,-4,-7%,-3%,4%,-3%,-9,-21,2
CCN(C(=S)Nc1cccnc1)c1ccccc1,-1%,0%,8,0%,-2%,-2%,3%,-8,9,0
C[C@@H](NC(=O)/C(C#N)=C/c1ccc(O)c(O)c1)c1ccccc1,4%,.,-13&6,12%,-6%,-1%,-16%,44,-3,5
COc1cccc(C(=O)COC(=O)C2CC(=O)N(c3ccc(Oc4ccccc4OC)cc3)C2)c1 (configuration not stated),-1%,-2%,-18,14%,-2%,-9%,13%,-1,1,.

# Whole records, looked up by structure. Values in the order: TCR activator	GALK inhibitor	TSHR antagonist	CXXC DNA block	Chronic BCR inh	Tb PFK inh	A-T KAP1 phos	hERG WT inh	Giardia kill	Coupling enz
# Nn1c(Cc2ccccc2F)nnc1SCn1nnc2ccccc2c1=O is listed as 1%	3%	-7	-5%	0%	0%	5%	3	9	0
# Cc1cccc(NC(=O)c2ccc(S(=O)(=O)N3CCCC3)cc2)c1C is listed as -2%	0%	-5	-7%	-1%	1%	-3%	2	-6	0

# Next records
SMILES,TCR activator,GALK inhibitor,TSHR antagonist,CXXC DNA block,Chronic BCR inh,Tb PFK inh,A-T KAP1 phos,hERG WT inh,Giardia kill,Coupling enz
Cc1cc(C(=O)CSc2cccc[n+]2[O-])c(C)n1-c1ccccc1,-3%,3%,-2,9%,?,-4%,-3%,8,-30,1
CC12CN3CC(C)(CN(C1)C3c1ccc3c(c1)OCO3)C2O (configuration not stated),-5%,4%,4,3%,-8%,1%,6%,.,?,1
COc1ccc(Br)c2oc(S)cc(=O)c12,-5%,.,-9,4%,0%,9%,-21%,-5,-25,3
Cc1ccc(OCCNS(=O)(=O)c2cccs2)cc1,.,3%,7,-5%,-5%,1%,?,-5,10,5
COc1ccc(CCNC(=O)c2ccc(CS(=O)Cc3ccc(C)cc3)o2)cc1OC (configuration not stated),-5%,4%,1,7%,-2%,0%,5%,-3,-4,1
O=C(Nc1ccccc1)C1=C[C@@H](c2csc3ccccc23)C[C@@H](OCc2ccc(CO)cc2)O1,4%,-1%,-4,-2%,?,4%,16%,.,-25,0
COc1ccccc1NC(=O)CCN1CCN(C)CC1,0%,3%,-21,-4%,-7%,6%,4%,-7,-17,1
Cc1cc(S(=O)(=O)NC(C)C)ccc1OCC(=O)Nc1ccc2c(c1)OCCO2,9%,5%,6,0%,-17%,-11%,6%,-1,-3,-4
COC1CCN(Cc2c(C(=O)N3CCc4ccccc4C3)nc3ccc(Cl)cn23)CC1,0%,3%,-5,1%,?,-2%,-2%,-1,39[activator],.
COc1cc2c(cc1OC)CN(CC(=O)Nc1ccc(C)c(S(=O)(=O)N3CCOCC3)c1)CC2,-8%,3%,14,10%,-1%,0%,-5%,3,-11,.
CNc1ccc(Br)cc(C(=O)/C=C/c2ccc(OC)cc2)c1=O,0%[46.1 µM],1%,-15,6%,-14%,0%,12%,-1,-5,-29
Cc1ccnc(N2C3CCC2CC(O)(c2ccccc2)C3)n1 (configuration not stated),4%,1%,-3,-3%,?,2%,0%[11.5 µM],21,12,2
O=C(O)CCSc1nnc(COc2cccc3cccnc23)n1-c1ccccc1,1%,12%,-1,-16%,2%,3%,3%,-1,-4,1
CCCC(=O)NC(=S)Nc1cc(-c2nc3ncccc3o2)ccc1C,3%,-3%,11,8%,?,2%,9%,1,3,0
N#Cc1cc2cc3ccccc3nc2n2c(=O)c3ccccc3nc12,-2%,-1%,-6,?,2%,-3%,4%,31,15,0
CCOC(=O)C1CCN(c2nc3c(C)cccn3c(=O)c2/C=C(\C#N)S(=O)(=O)c2ccccc2)CC1,2%,0%,-10,-2%,?,1%,2%,-9,-20,1
Cn1c(=O)cc(OCC(=O)NCCC2=CCCCC2)c2ccccc21,-4%,-2%,1,-8%,-18%,4%,2%,-4,24,1
CC(C)(C)c1cc(C(=O)N/N=C/c2cc3c(cc2Br)OCO3)n[nH]1,6%,-9%,21,13%,-15%,9%,4%,9,-20,.
Cc1nc(SCN2C(=O)c3ccccc3C2=O)n[nH]1,-2%[46.1 µM],-2%,-4,-2%,1%,0%,4%,-7,-5,1
Fc1ccccc1CN1CCN(c2ncccn2)CC1,.,5%,-15,0%,8%,-3%,4%,-4,-8,0
NS(=O)(=O)c1ccc(CCNC(=O)c2ccc3c(c2)OCCO3)cc1,10%,-1%,-6,2%,1%,1%,3%,1,4,1
Cc1ccc(C(=O)NNC(=O)CSc2nnc(C3CC3)n2C)cc1,3%,2%,-8,41%[activator],0%,2%,-2%,-1,-14,4
CC(=O)N1CCOc2cc(S(=O)(=O)NC(C)c3ccccc3)c(Cl)cc21 (configuration not stated),-1%,.,8,.,4%,0%,34%,-2,10,0
CN(Cc1cnccn1)Cc1c(C(=O)N2CCc3ccccc3C2)nc2ccc(Cl)cn12,-2%,6%,9,18%,-2%,-2%,-1%,.,-14,2
O=C(NCc1ccco1)c1cc2nc(C3CC3)cc(C(F)(F)F)n2n1,-1%,9%,-1,1%,-3%,-1%,0%,3,7,4
Cc1cc(C)cc(Nc2cc(C)nc3nc(C)nn23)c1,12%,2%,8,-22%,-15%,-2%,0%,-3,2,1
Cn1ccnc1SCC(=O)Nc1ccc(Br)cc1C(F)(F)F,1%,-2%,29,21%,?,-2%,-3%,-7,10,.

# Screening results deposited in PubChem BioAssay by National Center for Advancing Translational Sciences (NCATS).
